Assay outcomes from PubChem.
14-3-3g Raf – modulators of 14-3-3 gamma protein binding, primary screen, biochemical, fluorescence polarization. 160,000 compounds, 0.19% hits. 14-3-3 protein gamma (Homo sapiens), P61981. inhibition, % at 40 µM. AID 422, 2006. FP, 14-3-3gamma / TMR-pS259-Raf peptide binding; in the data active means inhibition above about 30%;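 further: 0% = protein plus tracer without compound and 100% = blank with tracer alone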
Target sequence (P61981 whole entry, looked up): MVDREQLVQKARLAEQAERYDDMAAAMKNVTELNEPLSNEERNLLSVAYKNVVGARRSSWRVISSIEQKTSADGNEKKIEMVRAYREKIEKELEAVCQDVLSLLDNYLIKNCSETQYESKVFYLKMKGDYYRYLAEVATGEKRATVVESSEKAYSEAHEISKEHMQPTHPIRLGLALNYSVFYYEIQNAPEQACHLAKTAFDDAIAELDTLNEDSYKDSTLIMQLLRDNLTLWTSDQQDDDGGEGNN
* marks the source's active call; other numbers are inactive results; & = joins results of further samples.

14-3-3g Raf | structure
-6.7 | CC(=O)N1CCN(c2ccc([N+](=O)[O-])cc2Cl)CC1
-3.9 | CSc1ccc(C2C(C(=O)Nc3ccc(F)cc3)=C(C)NC3=C2C(=O)CCC3)cc1 (centres undefined)
29.2 | CC(C)SCc1ccc2oc(C(=O)O)cc2c1
-7.8 | COc1ccc(-c2coc3cc4oc(=O)cc(C)c4cc23)cc1F
-1.8&6.4 | CCCn1c2c(c(O)c(C(=O)Nc3ccccc3)c1=O)CCCC2
-6.0 | C=CCn1c(SCC(=O)Nc2ccc(C(C)=O)cc2)nnc1-c1cccs1
-1.8 | CCOc1ccc(C2C(=O)N(C3CCCCCC3)CC(=O)N2C2CCCC2)cc1OC (centres undefined)
-3.0&-2.6 | O=S(=O)(c1ccccc1S(=O)(=O)N1CCCCC1)N1CCCCC1
-9.1 | COc1ccccc1NC(=O)c1cc2c(C)nn(-c3ccccc3)c2s1
-1.2 | O=C(O)COc1ccc(C2Nc3ccccc3S(=O)(=O)N2Cc2ccccc2)cc1 (centres undefined)
-6.8 | CC1=C(C(=O)OC2CCCC(C)C2)C(c2ccccc2Cl)NC(=O)N1 (centres undefined)
-30.8 | COc1ccc(N(C)C(=O)C(NS(=O)(=O)c2cccs2)c2ccccc2)cc1 (centres undefined)
-18.5 | CCOC(=O)c1sc(N2C(=O)C(=O)/C(=C(/O)c3ccc(F)cc3)C2c2ccc(C(C)(C)C)cc2)nc1C (centres undefined)
0.8 | O=C(O)c1cc(-c2ccccc2)c(N2CCOCC2)s1
-9.5 | CCC(C)NC(=O)Cn1cnc2ccc(S(=O)(=O)N3CCC(C)CC3)cc2c1=O (centres undefined)
-14.3 | CN(C(=O)C1CCN(S(=O)(=O)c2cccc3nonc23)CC1)C1CCCCC1
3.5 | COC(=O)c1nnn(CC(=O)Nc2c(C)cc(C)cc2C)c1C(=O)OC
-17.8 | CCOC(=O)c1sc(/N=C(\C)O)c(C#N)c1C
-1.2&-8.0 | CC(=O)Nc1ccccc1N(C)S(=O)(=O)c1ccc(C)cc1
-7.5 | Cc1nc2nc(N)nn2c(O)c1Br
-10.6 | O=C(Nc1ccc(Cl)cc1)C1C2C=CC3(O2)C1C(=O)N(CCc1ccccc1Cl)C3C(=O)NC1CCCCC1 (centres undefined)
-2.8 | O=C(CC1N=C2c3ccccc3N=C(SCC(=O)c3ccccc3)N2C1=O)NCc1ccc2c(c1)OCO2 (centres undefined)
-9.8 | CC(=O)CS(=O)(=O)c1ccc(Br)cc1
-1.7 | CCCOc1ccc(C(=O)N2CCCc3ccccc32)cc1
-9.4 | CCOC(=O)Nc1ccc2c(c1)nc(CN1CCN(C(C)=O)CC1)n2C
2.7 | O=C(O)c1c(Cl)nc(Cl)c([N+](=O)[O-])c1Cl
-7.0 | COCCN1C(=O)C2C(C(=O)Nc3ccc(Br)cc3)C3C=CC2(O3)C1C(=O)NC1CCCCC1 (centres undefined)
1.6 | CCN(CC)c1nc(-c2nn[nH]n2)nc(N(CC)CC)n1
-13.7 | O=C(c1ccc(SCc2cccnc2)c([N+](=O)[O-])c1)N1CCC(Cc2ccccc2)CC1
-105.7 | Cc1cccc(OCC(=O)Nc2ccc(-c3nc4cc(C)cc(C)c4o3)cc2)c1
-2.0 | N#Cc1nc(N2CCOCC2)nc(N2CCOCC2)n1
-1.2 | COc1ccc2oc(=O)cc(C)c2c1
-1.6 | COc1ccccc1CNC(=O)CN(C)S(=O)(=O)c1ccc(Br)s1
-0.8 | COc1ccccc1-n1c(SCC(=O)N2CCOCC2)nc(O)cc1=O
-5.5 | O=C(CCSc1ccccc1)N1CCN(C(c2ccccc2)c2ccccc2)CC1
-3.2 | O=C(O)C1C2C=CC3(CN(c4cccc(C(F)(F)F)c4)C(=O)C13)O2 (centres undefined)
4.1 | CCOC(=O)C1=C(C)NC2=C(C(=O)C(C(=O)OCC)C(c3ccccc3OC)C2)C1c1ccc2c(c1)OCO2 (centres undefined)
-1.1 | COc1ccc(CN(C)CCc2ccccn2)c(OC)c1OC
-8.1 | O=C(Oc1ccc(C=Nc2ccccc2)cc1[N+](=O)[O-])c1cccc2ccccc12
0.1 | O=C(NCCSc1c[nH]c2ccccc12)c1cccc2ccccc12
-1.5 | CC(C)COc1ccc(C(=O)OCCN2CCCCC2)cc1
-7.4 | Cc1ccc(S(=O)(=O)N(C)CC(=O)N2CCN(c3ccccn3)CC2)cc1
5.1 | CCOC(=O)c1ccc(NC(=O)COc2c(C)cc(C)cc2C)cc1
-3.6 | Cc1c(Cl)cccc1NC(=O)C1(S(=O)(=O)c2ccc(Cl)cc2)CC1
-25.4 | Cc1cccc(-n2cnc3cc(C(=O)NCc4ccc(F)cc4)ccc32)c1
2.2 | COc1ccccc1Oc1nc2c(c(=O)n(C)c(=O)n2C)n1Cc1ccc(F)cc1
0.5 | COc1ccc(N2CCN(CCCn3c(=S)[nH]c4ccc(N5CCOCC5)cc4c3=O)CC2)cc1
-5.5 | CCC1CCCCN1C(=O)CSc1nnc(-c2ccc(OC)cc2)o1 (centres undefined)
-5.9 | COCCNS(=O)(=O)c1ccc2c(c1)oc(=O)c1cc(S(=O)(=O)NCCOC)ccc12
-4.6 | O=[N+]([O-])c1c(NCCCO)ccc2nsnc12
-7.0 | CC(=O)c1ccc(Oc2ncnc3sccc23)c(CN2CCOCC2)c1
1.4 | Cc1ccc(CNC(=O)Cn2nc(-c3ccc(C)cc3)ccc2=O)cc1
-2.3 | Cc1cc(Cl)ccc1OC(C)C(=O)N1c2ccc(F)cc2CCC1C (centres undefined)
-2.5 | Fc1ccc(F)c(CN2CCN(c3ncccn3)CC2)c1
-13.9 | Cc1cc(NCc2ccccc2)nc(N2CCOCC2)n1
3.5 | Cc1nn(-c2ccccc2)c(=S)n1-c1ccccc1
-43.1 | O=c1[nH]c2c(n1-c1ccccc1)C=Nc1cc3ccccc3cc1N2
4.0 | N#Cc1ccc(Oc2ccc(-c3ccccc3)cc2)cc1
0.2 | COCCNC(=O)CSCc1c(F)cccc1Cl
1.8 | Cc1cnc(C)c(N2CCC(C(=O)NC(C)c3cccs3)CC2)n1 (centres undefined)

The closing 7 entries of the section before are carried over, then new ones follow.
14-3-3g Raf | structure
-2.5 | Fc1ccc(F)c(CN2CCN(c3ncccn3)CC2)c1
-13.9 | Cc1cc(NCc2ccccc2)nc(N2CCOCC2)n1
3.5 | Cc1nn(-c2ccccc2)c(=S)n1-c1ccccc1
-43.1 | O=c1[nH]c2c(n1-c1ccccc1)C=Nc1cc3ccccc3cc1N2
4.0 | N#Cc1ccc(Oc2ccc(-c3ccccc3)cc2)cc1
0.2 | COCCNC(=O)CSCc1c(F)cccc1Cl
1.8 | Cc1cnc(C)c(N2CCC(C(=O)NC(C)c3cccs3)CC2)n1 (centres undefined)
3.7 | CS(=O)(=O)c1ccc2nc(NC3(C(F)(F)F)N=C4SCCN4C3=O)sc2c1 (centres undefined)
-2.6 | COc1ccc(C(=O)N2CCN(S(=O)(=O)c3ccc(C)cc3C)CC2)cc1OC
-5.5 | Cn1c(NCCCN2CCOCC2)nc2c1c(=O)n(Cc1ccc(Cl)cc1)c(=O)n2C
-6.5 | O=C(CN(Cc1ccccc1)S(=O)(=O)c1ccccc1)Nc1ccc2c(c1)OCO2
4.4 | CSc1nnc(-c2c[nH]c3ccccc23)n1C
-11.4 | CC(C)CNc1cc(C(C)C)c(C#N)c2nc3ccccc3n12
-6.2 | CCOc1ccccc1Nc1nc(-c2cc3ccccc3oc2=O)cs1
13.9 | O=C(CCCn1c(=S)[nH]c2ccsc2c1=O)NCc1ccc(Cl)cc1
-23.4 | C=CCOC(=O)C1=C(C)Nc2nc3ccccc3n2C1c1ccc(C)o1 (centres undefined)
-64.5 | CC1(O)CC2C(CC1OC(=O)c1ccco1)C2(C)C (centres undefined)
-34.2 | Cc1ccc2nc(-c3ccc(NC(=O)CCCN4C(=O)c5ccccc5C4=O)cc3)sc2c1
-4.0 | CCCC(C)C(=O)Nc1ccc2c(c1)OCCO2 (centres undefined)
-10.8 | Cc1ccc(S(=O)(=O)N(C)CC(=O)NC2CC(C)(C)NC(C)(C)C2)cc1
-18.7 | CC(=O)N1N=C(c2ccc(NS(C)(=O)=O)cc2)CC1c1ccccc1C (centres undefined)
-11.0 | Cc1cccc(C)c1Nc1c(-c2ccsc2)nc2cccc(C)n12
-5.0 | CC(=O)c1cccc(-n2nnnc2SCC(=O)N2CCCC2)c1
-5.7 | CCC(=O)N1CCc2cc(Br)cc(S(=O)(=O)N3CCN(c4ccc(C(C)=O)cc4)CC3)c21
-2.7 | Cc1c(OCc2ccc(C(=O)O)o2)ccc2c3c(c(=O)oc12)CCC3
-9.0 | O=C(c1ccccc1NS(=O)(=O)c1cccs1)N1CCOCC1
-269.6 | O=C(Nc1ccc(Cl)c(-c2nc3ccccc3o2)c1)c1ccccc1
-12.4 | COc1ccc2nc(NC(=O)CNC(=O)Cn3cnc4sc(C)c(C)c4c3=O)sc2c1
-13.9 | c1coc(C2Nc3cccc4cccc(c34)N2)c1
-3.9 | Oc1ccccc1-c1cc(-c2ccccc2Cl)[nH]n1
2.4 | COCCCNC(=O)C1CCN(S(=O)(=O)N2CCOCC2)CC1
5.1 | Cn1c(=O)c2c(nc(NCCO)n2Cc2cccc(F)c2)n(C)c1=O
-3.6 | CCC(=O)Nc1nc(C)c(Oc2ccccc2)c(=O)[nH]1
-6.2 | Cc1ccc(N2C(=O)Nc3ccc(Br)cc3C2(O)C(=O)NC2CC2)cc1C (centres undefined)
5.4 | CN(C(=O)c1ccccc1)c1ccc(C(O)(C(F)(F)F)C(F)(F)F)cc1
-6.1 | Cn1cc(CCC(=O)NCc2ccco2)c2ccccc21
-5.1 | COc1cc2c(cc1OC)C1C(C(=O)NCCN(C)Cc3ccccc3)c3ccccc3C(=O)N1CC2 (centres undefined)

Pulled by compound from above (3):
14-3-3g Raf | structure
-269.6 | O=C(Nc1ccc(Cl)c(-c2nc3ccccc3o2)c1)c1ccccc1
-3.9 | Oc1ccccc1-c1cc(-c2ccccc2Cl)[nH]n1
-6.2 | Cc1ccc(N2C(=O)Nc3ccc(Br)cc3C2(O)C(=O)NC2CC2)cc1C (centres undefined)

Next section.
14-3-3g Raf | structure
-25.0 | COc1ccc(C)cc1NC(=O)c1cc(S(=O)(=O)NCc2ccccc2)ccc1F
-6.4 | NC(=O)C1CCN(CC(=O)Nc2c3c(nc4ccccc24)CCC3)CC1
8.2 | O=C(Nc1ccc(-c2csc(-c3ccccc3)n2)cc1)c1cccc([N+](=O)[O-])c1
-0.1 | CCCn1c(SCC(N)=O)nc2c(c1=O)C1(CCCC1)Cc1ccccc1-2
-0.7 | C=CCn1c(NCC)nc2c1c(=O)[nH]c(=O)n2C
6.3 | CCSc1nnc(CNc2ccc(F)cc2)n1CC1CCCO1 (centres undefined)
-7.5 | CCCOC(=O)C1=C(C)NC2=C(C(=O)CC(C)(C)C2)C1c1ccc(Br)cc1 (centres undefined)
-2.6 | CCCOC(=O)CN1C(=O)c2ccccc2C1=O
1.0 | CC1(C)Cc2c(sc3nc(SCC#N)n(-c4ccccc4)c(=O)c23)CO1
1.6 | N#CC(C(=O)OC1CCCCC1)c1nc2ccccc2nc1N1CCCCC1 (centres undefined)
-7.8 | COCCn1c(=S)[nH]c2cc(C(=O)NCCC(C)C)ccc2c1=O
-3.2 | O=C(CSc1ncnc2c1oc1ccccc12)Nc1cccc(F)c1
-24.6 | O=C(CSc1ncnc2c1oc1ccccc12)Nc1nc2ccccc2s1
0.3 | CCC(=O)N1CCc2cc(Br)cc(S(=O)(=O)N3CCCCCC3)c21
-8.6 | CC1CCCC(NC(=O)C2N(C3CC3)C(=O)C3C(C(=O)Nc4ccc(Cl)cc4)C4C=CC32O4)C1C (centres undefined)
0.9 | COc1ccc2c(c1)C(C)CC(C)(C)N2C(=O)CSc1ncn[nH]1 (centres undefined)
-6.8 | CCC(C)NC(=O)C1CCN(S(=O)(=O)CC)CC1 (centres undefined)
2.6 | O=C(NCc1nnc(SCC(=O)N2CCc3ccccc32)o1)c1cccs1
-5.8 | N#Cc1ccc(Oc2cccc(C(=O)O)c2)cc1C#N
1.9 | Oc1ccc(-c2cc(-c3ccccc3)c3cc(Cl)ccc3n2)cc1
-2.9 | COc1ccc(F)cc1CN1CCN(C(=O)CCC(=O)Nc2nnc(C(C)C)s2)CC1
-4.4 | Cc1ccc(Sc2c(-c3ccccc3)nc3ncccn23)cc1
-7.5 | CCc1ccccc1Nc1ncnc2c1cnn2-c1ccc(OC)cc1
-207.4 | O=C(Nc1cccc2nsnc12)c1ccc(-c2cccc(Cl)c2)o1
-3.1 | CCOC(=O)c1oc2ccccc2c1CO
1.1 | COc1ccc(NC(=O)CCC2CCCC2)cc1OC
-4.9&1.4 | COC(=O)c1ccc(NC(=O)C2C3CCC(C3)C2C(=O)O)cc1 (centres undefined)
-9.4 | CC(=O)N(C1=C(N2CCOCC2)C(=O)c2ccccc2C1=O)c1cccc(I)c1
-9.4 | NC(=O)C1CCN(Cc2c(O)ccc3ccccc23)CC1
-7.6 | O=C(NCc1ccco1)c1ccccc1NS(=O)(=O)c1ccc2c(c1)OCCO2
5.2 | CCOc1ccc(C(=O)Nc2ccc3c(c2)OCCO3)cc1OC
-6.6 | Nc1nc(N2CCOCC2)nc2ccccc12
-0.5 | COC(=O)c1cc2c(=O)n3ccccc3nc2n(CCc2ccccc2)c1=N
-6.0 | CC(C)(C)OC(=O)N1CCOCCOCCN(C(=O)OC(C)(C)C)CCOCCOCC1
2.6 | COc1ccc(C(=O)N2CCN=C2SCc2cccnc2)c(OC)c1
1.2 | CCOC(=O)N1CCN(C(=O)c2cnc3n(c2=O)CCS3)CC1
-5.5 | CCCCn1c(NC(C)CC)nc2c1c(=O)[nH]c(=O)n2C (centres undefined)
13.1 | CC1(C)CC(=O)C2=C(C1)N(Cc1cccnc1)C(=O)C2(NC(=O)C1CC1)C(F)(F)F (centres undefined)
2.5 | O=[N+]([O-])c1ccc2c(c1)S(=O)(=O)N=C2Nc1cccnc1
6.1 | COc1cc2c(-c3ccc(Cl)cc3)nc3c(c(C)nn3-c3ccccc3)c2cc1OC
2.2 | Cc1csc(SCC(=O)Nc2cc(C(C)(C)C)nn2-c2ccccc2)n1
-6.0 | CN(Cc1ccccc1)C(=O)c1cccn2c(=O)c3sccc3nc12
-21.5 | CCOc1cc(C2C3=C(CCCC3=O)OC3=C2C(=O)CCC3)ccc1O

Some of the compounds tested; the hit share may differ from the screen's.
